Screening results as filed in PubChem BioAssay.
KB-3-1 tox: kills parental KB-3-1 adenocarcinoma cells; KB-3-1 viability, CellTiter-Glo ATP luminescence, 72 h; Potency, µM (highest dose often 46.1 µM), without a hit: at the highest dose activity change, negative = cytotoxic, hits mostly cytotoxic; 400,000 compounds, 1.4% hits; AID 1347075; further: potency means the concentration at half of the fitted maximal effect; on the % scale 0 is the no-effect control and ±100 the full control effect; nearly all actives have a fitted effect of over 60% in size
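Cytotoxicity in the drug-sensitive parental line KB-3-1 was scored as loss of CellTiter-Glo luminescence following 72 h incubation with compound. Values come from curve fitting of normalized concentration-response data.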
HT1080NT lethal: kills 2HG-producing HT-1080-NT fibrosarcoma cells; HT-1080-NT fibrosarcoma viability, CellTiter-Glo ATP luminescence, 48 h; 360,000 compounds, 1.6% hits; Potency, µM (doses to about 46.1 µM), for inactives: at the top dose activity, negative = less viability, most hits filed as cytotoxic;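 further: NT is the 2HG producing partner of a matched IDH1 knockdown line; potency means the concentration at half of the fitted maximal effect; 0% = DMSO-treated cells and -100% = media-only wells without cells; nearly all actives have a fitted effect of over 55% in size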
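Viability of the 2HG-overproducing fibrosarcoma line after 48 hours of compound exposure at 37 degrees C was determined by luminescence with CellTiter-Glo, and concentration-effect curves were then fitted and categorized.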
KB-V1 MDR tox: KB-V1 MDR subline cytotoxicity; 400,000 compounds, 3.4% hits; KB-V1 MDR cells viability, CellTiter-Glo, 72 h; Potency, µM (top dose mostly 46.1 µM), for inactives: at the highest dose activity change, negative = cytotoxicity, most hits filed as cytotoxic; further: potency means the concentration at half of the fitted maximal effect; on the % scale 0 is the no-effect control and ±100 the full control effect; nearly all actives have a fitted effect of over 60% in size
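In this primary screen, KB-V1 cells overexpressing P-gp are incubated with library compounds (lowest to highest concentration) for 72 h at 37 degrees C before a luminescent ATP viability read.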
MCF10A rereplic: DNA re-replication induction in MCF 10a cells; MCF 10A DNA re-replication, Hoechst nuclear intensity, 48 h; Potency, µM (top dose mostly 46.1 µM), without a hit: at the highest dose activity, positive = re-replication, actives largely listed as activators; 350,000 compounds, 2.9% hits; further: potency means the concentration at half of the fitted maximal effect; % of control where 0% means no effect; nearly all actives have a fitted effect of over 50% in size
DRD3 agonist: activates the human D3 dopamine receptor; 410,000 compounds, 0.58% hits; D3R DiscoveRx beta-arrestin cells, luminescence, 90 min; max activation, %; P35462; AID 652048; in the data active means max activation above about 30%; further: 0% is about no effect; mostly tested at two doses, the higher about 12 µM
Target sequence (P35462 whole entry, looked up): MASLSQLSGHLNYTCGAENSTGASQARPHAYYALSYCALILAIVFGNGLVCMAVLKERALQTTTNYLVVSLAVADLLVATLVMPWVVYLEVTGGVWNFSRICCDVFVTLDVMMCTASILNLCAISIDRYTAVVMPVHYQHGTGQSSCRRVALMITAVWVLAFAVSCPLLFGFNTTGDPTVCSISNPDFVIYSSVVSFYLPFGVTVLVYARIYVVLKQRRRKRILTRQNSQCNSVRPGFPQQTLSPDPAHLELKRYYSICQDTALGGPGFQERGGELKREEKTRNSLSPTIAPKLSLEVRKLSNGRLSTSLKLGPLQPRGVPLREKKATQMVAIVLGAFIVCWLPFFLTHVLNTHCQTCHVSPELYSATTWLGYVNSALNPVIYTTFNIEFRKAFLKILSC
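Cells at 1500/well, incubated overnight, then treated with pinned compounds (dopamine as control) for 90 min at 37 degrees C. DiscoveRx reagent added for 30 - 60 minutes at room temperature; luminescence read.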
HEK293 tox: cytotoxicity in counter-screen for GLP-1R inverse agonists. HEK293 cAMP-luciferase reporter cells, luminescence, 24 h. 410,000 compounds, 0.13% hits. Potency, µM (titrated, usually from 38.3 µM), for inactives: at the top dose activity change, negative = inhibition, actives largely listed as inhibitors;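 further: loss of luciferase light is scored as toxicity; potency means the concentration at half of the fitted maximal effect; on the % scale 0 is the no-effect control and ±100 the full control effect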
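Seeding density was 200 cells/uL; after overnight-length (12 h) culture, 23 nL compounds went on for 24 h at 37 °C. Readout used a luciferase detection reagent, luminescence taken after 12 min at room temperature.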
HT1080 IDH1KD tx: HT-1080 IDH1 knockdown cell toxicity (counter line) | HT-1080 IDH1 knockdown viability, ATP luminescence, 48 h | Potency, µM (doses to about 46.1 µM), for inactives: at the highest dose activity, negative = toxicity, usual class: cytotoxic | 360,000 compounds, 2% hits | AID 686971;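 further: potency means the concentration at half of the fitted maximal effect; 0% = DMSO wells and -100% = cell-free medium wells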
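CellTiter-Glo luminescence after 48 h compound exposure at 37 degrees C of IDH1-knockdown HT-1080 cells in 5% FBS RPMI. %Activity scaled between DMSO wells and cell-free media wells, with curves fitted and assigned curve classes.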
IL1B secr inh: inhibitors of inflammasome signaling (IL-1 beta secretion). THP-1 LPS/ATP IL-1B secretion, AlphaLISA, 16 h; active compounds read low. activity change, % at 57.5 µM. 360,000 compounds, 4.7% hits. AID 743279; in the data active means activity change below about -50%; inconclusive means mostly about -30% to -49%; further: on the % scale 0 is the no-effect control and ±100 the full control effect
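Secreted IL-1B measured by AlphaLISA bead assay after 16 h compound exposure of THP-1 cells; compounds (final up to 57.5 uM) added 1 h before LPS (250 ng/mL) and ATP (1.25 mM) stimulation; lower signal means less secretion.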
SW480 rerep: induces DNA re-replication in SW480 colon adenocarcinoma cells | SW480 DNA re-replication, Hoechst DNA content imaging, 48 h | Potency, µM (top dose mostly 46.1 µM), for the others: top-dose re-replication activation, hits mostly activators | 340,000 compounds, 1.8% hits | AID 624297; further: potency means the concentration at half of the fitted maximal effect; % of control where 0% means no effect; nearly all actives have a fitted effect of over 55% in size
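Cells (250 per well) received 23 nL compound or DMSO by pin tool and were kept 48 hr at 37 C, 5% CO2. Nuclei were then stained with Hoechst for 40 min and scanned for DNA content.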
An asterisk follows results filed as active; i = inactive; ? = inconclusive; . = no result given; [ ] = remark or other dose. Unless noted, the call rests on the fitted dose curve; in most records, active means well fitted curve in the direction sought with a large enough effect; inconclusive means small, poorly fitted or top-dose-only effect, or another doubt; inactive means no such curve, though single readings can be large; an effect the other way counts as inactive or inconclusive.

structure,DRD3 agonist,HEK293 tox,KB-3-1 tox,KB-V1 MDR tox,HT1080 IDH1KD tx,MCF10A rereplic,IL1B secr inh,HT1080NT lethal,SW480 rerep
Cc1cccc(NC(=O)NC2(C)CCS(=O)(=O)C2)c1 (configuration not stated),4,3%,24%,19%,-4%,16%,9,13%,4%
COC(=O)C1=C(C(=O)OC)[C@@H]2N(Cc3ccccc3)c3ccccc3[C@@]23C[C@@H](C(=O)OC)N(C(=O)NC2CCCCC2)C3=N1,3,17%,9%,-5%,15%,24%,-17,0%,-9%
Cc1ccc2nc3c(cc(C(=O)NC4CCCC4)c(=N)n3C3CCCCC3)c(=O)n2c1,7,50%[activator],?,?,4%,?,30,12%,?
CCc1cccc(CC)c1NC(=O)COC(=O)CC1c2ccccc2CCN1S(=O)(=O)c1ccc(F)cc1 (configuration not stated),-5,-13%,6%,18µM*,8%,13%,i,0%,14%
COC(=O)c1cc(NC(=O)CN2CCOCC2)cc(C(=O)OC)c1,-4,4%,-1%,13%,0%,-2%,-9,-2%,-7%
CCOC(=O)[C@@H]1[C@H]2COc3ccc(Br)cc3[C@H]2N2C(=O)N(c3ccc(C)cc3)C(=O)[C@@]12C,3,0%,?,?,5%,1%,-2,1%,-2%
Cc1ccc(NC(=O)C2CCN(S(=O)(=O)c3ccc4c(c3)NC(=O)C(C)S4)CC2)cc1Cl (configuration not stated),6,1%,?,?,?,-9%,31,?,-3%
COc1cccc(CC(=O)Nc2cc(C(F)(F)F)ccc2N2CCCC2)c1,-7,-15%,-32%,-29%,-6%,?,0,-8%,?
Cc1ccc(/C=C2/NC(=O)N(Cc3ccccc3)C2=O)o1,-1,-12%,28%,-1%,-4%,25%,0,-1%,?
O=C(CCC(=O)OCC(=O)c1ccccc1)NC1CCCCC1,-1,-8%,1%,5%,7%,0%,0,-4%,2%
C/C(=N\NC(=O)c1sccc1C)c1cccnc1,-6,0%,26%,13%,1%,-4%,-29,-1%,-13%
COc1cccc(Nc2c(Nc3cccc(OC)c3)c(=O)c2=O)c1,-35,-15%,1%,11%,8%,4%,14,3%,1%

The final two entries of the part before are carried over, then new ones follow.
structure,DRD3 agonist,HEK293 tox,KB-3-1 tox,KB-V1 MDR tox,HT1080 IDH1KD tx,MCF10A rereplic,IL1B secr inh,HT1080NT lethal,SW480 rerep
C/C(=N\NC(=O)c1sccc1C)c1cccnc1,-6,0%,26%,13%,1%,-4%,-29,-1%,-13%
COc1cccc(Nc2c(Nc3cccc(OC)c3)c(=O)c2=O)c1,-35,-15%,1%,11%,8%,4%,14,3%,1%
CC1(C)C2CCC1(C)C(Nc1ccccc1)C2 (configuration not stated),1,-6%,3%,-1%,6%,?,21,15%,6%
Cc1ccc(NC(=O)c2c(-c3ccccc3)noc2C)nc1,5,-16%,-11%,?,10%,2%,11,2%,1%
Cc1nc(N2CCCCC2)c2c(C)c(C(=O)Nc3ccccc3C(F)(F)F)sc2n1,17,-11%,10%,8%,?,?,-16,-29%,3%
CCCN(C(=O)CCc1nc(-c2ccccc2F)no1)c1ccc(CC)cc1,0,-16%,-7%,?,.,.,.,.,.
CC(C)[C@H](NC(N)=O)C(=O)NNC(=O)COc1cccc(C(F)(F)F)c1,5,1%,0%,3%,5%,9%,0,4%,-30%[inhibitor]
CCN1C(=O)c2ccccc2S(=O)c2ccc(C(=O)N3CCN(c4ccc(F)cc4)CC3)cc21 (configuration not stated),1,8%,?,-14%,.,.,.,.,.
Cc1nn(-c2ccccc2)c(C)c1/C=N/N1CCN(c2ccccc2)CC1,6,6%,1%,?,2%,4%,0,7%[9.24 µM],2%
COc1ccc(C(=O)NCCCCCC(=O)N/N=C/c2ccco2)cc1OC,2,-17%,?,0%,9%,?,2,10%,-55%[inhibitor]
Cc1ccc(C)c(N2CCN(C(=O)CCCCn3c(=O)[nH]c4ccccc4c3=O)CC2)c1,1,-19%,?,6.5µM*,-3%,18%,-6,-1%,2%
COc1ccc(NC(=O)COC(=O)CC2CCCCC2)cc1,-10,-13%,-3%,-12%,-20%,0%,-8,-2%,-2%
COc1ccc(NC(=O)COc2ccc3c(c2)CCC3)cc1S(N)(=O)=O,-1,-11%,-5%,?,-1%,2%,37,-2%,12%
O=C(/C=C/c1ccc(O)c(O)c1)c1ccc(S(=O)(=O)N2CCCCCC2)cc1,-10,?,-21%,-1%,-8%,?,-74*,-8%,?
COc1ccccc1-n1c(SCC(=O)c2ccc(O)cc2O)nc2cc([N+](=O)[O-])ccc21,-6,?,3%,16µM*,?,?,6,?,-6%
O=S(=O)(c1ccc(F)cc1)N1CCCN(c2nccc(C(F)(F)F)n2)CC1,-17,10%,-10%,-1%,7%,12%,8,2%,3%
Cc1ccc(C)c(NC(=O)COC(=O)c2c(-c3ccccc3)noc2C)c1,-4,0%,-23%,1%,-1%,.,12,-1%,.
Cc1ccc(CCCOC(=O)C[N+]2(C)CCCC2)cc1,-5,-7%,10%,-1%,2%,4%,26,0%,-6%
CCC(=O)Nc1nc(C)c(C(=O)Nc2cccc(Cl)c2)s1,-2,-21%,-15%,-1%,-25%,2%,?,-14%,-2%
CCN(C[C@H]1N[C@@](CC)(C(=O)OC)[C@H]2C(=O)N(C)C(=O)[C@@H]12)C(=O)c1ccccc1,-26,-1%,5%,10%,8%,-23%,8,6%,-7%
CCc1sc(C(=O)Nc2ccc3c(c2)OCO3)cc1C,-1,0%,-14%,2%,-3%,15%,-80*,-6%,14%
CCOc1ccc(C(=O)NN2C(=S)NC(C)(C)C=C2C)cc1,4,0%,1%,19%,21%,0%,-9,23%,-15%
CCOc1ccc(NC(=O)c2cccc3ccccc23)cc1,0,?,?,5.8µM*,-20%,24%,-2,-4%,?
C[C@H](CO)N1C[C@H](C)[C@@H](CN(C)S(=O)(=O)c2cccs2)Oc2ccc(NS(=O)(=O)c3cn(C)cn3)cc2C1=O,10,0%,13%,0%,-2%,13%,12,0%,4%
O=C(NCc1ccco1)C1CN(S(=O)(=O)c2ccccc2)CCN1S(=O)(=O)c1ccccc1 (configuration not stated),20,0%,4%,?,8%,1%,-9,-5%,-7%
Cc1ccc(-c2cc(C(=O)N3CCCc4ccccc43)no2)cc1,-5,-5%,0%,-5%,18%,14%,-6,9%,0%
Cc1ccc(/C=C/c2onc(C)c2S(=O)(=O)N2CCC(C(=O)Nc3cc(C)ccc3C)CC2)cc1,8,2%,-1%,16%,.,.,.,.,.
CC(C)Oc1ccc(C(=O)Nc2ccc3c(c2)n(C)c(=O)n3C)cc1,10,-1%,?,-29%,-20%,21%,26,-2%,-2%
Cc1ccccc1NC(=O)CSc1nc2c(c(-c3ccco3)c1C#N)CCCC2,0,-10%,-5%,-20%,8%,4%,48,2%,0%
CC(C)c1ccc(NC(=O)c2ccc3c(c2)CCN3S(C)(=O)=O)cc1,-2,0%,?,-25%,?,4%,-29,-29%,13%
CC/C(C)=C1\SC(N2CCN(C(C)=O)CC2)=NC1=O,-6,2%,5%,16%,15%,1%,-8,12%,-1%
COCC(=O)Nc1nnc(C2CCCCC2)s1,0,-11%,-6%,2%,13%,-1%,-21,19%,-2%
Cc1ccc(S(=O)(=O)NN2C(=O)c3ccccc3NC2(C)C)cc1,-3,6%,6%,0%,5%,1%,-4,12%,-2%
CCCOc1ccc(C(CC(=O)O)NC(=O)C(c2ccccc2)c2ccccc2)cc1 (configuration not stated),-3,2%,14%,?,0%,-3%,6,-7%,0%
Cc1ccccc1COC(=O)CCCC1=NS(=O)(=O)c2ccccc2N1,3,1%,-1%,1%,-1%,4%,39,-3%,3%
CCC(=O)Nc1cccc(NC(=O)CSc2nnc(-c3ccc(NS(C)(=O)=O)cc3)n2CC)c1,1,9%,3%,29%,0%,-184%[0.0737 µM],-3,2%,-4%
CCCCOc1ccc(S(=O)(=O)N2CCCCC2)cc1,-6,1%,-3%,-1%,-3%,15%,-8,-9%,11%
COc1ccc(-n2c(SCC(=O)N3CCc4ccccc43)nc3c([nH]c4ccccc43)c2=O)cc1,-7,4%,-2%,?,.,.,.,.,.
CCOc1ccc(N2C(=O)/C(=C/c3cc(OC)c(OC)c(OC)c3)N(CC(=O)OC)C2=S)cc1,1,-18%,-2%,?,-23%,23µM*,-90*,-27%,14%
O=C1CC(Cc2ccccc2)C(=O)N1c1ncccn1 (configuration not stated),4,-1%,-3%,17%,17%,19%,29,10%,-3%
O=C(CCC1CCCN(C(=O)c2cc3ccccc3o2)C1)NCc1ccc(F)c(F)c1 (configuration not stated),4,17%,4%,0%,1%,4%,0,2%,-1%
Cc1cc2nnc(SCC(=O)Nc3cccc(S(=O)(=O)N4CCOCC4)c3)n2c2ccccc12,2,8%,-14%,2%,1%,-6%,-24,9%,1%
COc1ccc(-c2nc(NC(=O)Cn3cnnn3)sc2C)cc1,19,-1%,5%,0%,0%,2.1µM*,-10,3%,3%
COc1ccc(Cc2nc3ccc(C(=O)NCC4COCCO4)cc3o2)cc1OC (configuration not stated),3,0%,-10%,-10%,-7%,-2%,14,8%,8%
Cc1csc2nc(CSc3ccc(Cl)cc3)cn12,1,-9%,10%,12%,-7%,29%,-91*,-1%,3%
COC(=O)c1sc(Nc2ccccc2)nc1C,-5,21%,12%,1%,12%,?,9,-2%,16%
Cc1onc(-c2ccccc2)c1C(=O)NCc1ccc(Cl)cc1,-4,3%,-6%,-2%,3%,7%,31,-8%,3%
